# S100A4 MyoIIA = inhibitors of human S100A4 binding to myosin IIA peptide; P26447; hit rate 0.14% among 360,000; S100A4/TAMRA-MyoIIA peptide fluorescence polarization; AID 652163; inhibition, % at 10.7 µM;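 active = mean inhibition of at least 70% across replicates, with every replicate also reaching that level; inconclusive = mean inhibition reaches 70% but some replicates fall short; inactive = mean inhibition below 70%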
# Target sequence (P26447 whole entry, looked up): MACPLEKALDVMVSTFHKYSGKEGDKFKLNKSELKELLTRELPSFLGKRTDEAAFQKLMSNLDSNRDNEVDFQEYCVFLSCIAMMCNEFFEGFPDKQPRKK
#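 System – human S100A4 monomer protein, biochemical binding assay · Buffer or medium – Calcium-containing HEPES buffer, pH 7.2 · Timing – 5 min between mix addition and reading · Also added – TAMRA-labelled myosin IIA heavy-chain peptide probe, 5 nM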
# PGC1a acetyl inh = modulators of PGC1a acetylation; U2OS PGC1a acetylation, AlphaScreen anti-acetyl-lysine; with virally co-expressed GCN5 acetyltransferase; inhibition, % at 15.6 µM; hit rate 0.17% among 350,000;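 active = every replicate shows inhibition of at least 40%; inconclusive = mean inhibition at least 40% but some replicate below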;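 note: 0% = neutral control wells and 100% = positive control wells; some results beyond the cut were filed as inactive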
# SIRT5 inh = blocks human SIRT5 desuccinylation of peptide. Q9NXA8. Purified SirT5, succinyl-peptide AMC, trypsin-coupled fluorescence. inhibition, % at 15 µM. hit rate 1.1% among 330,000; in the data active = inhibition above about 15%; inconclusive = no clear call, values can overlap the other calls
# Target sequence (Q9NXA8 whole entry, looked up): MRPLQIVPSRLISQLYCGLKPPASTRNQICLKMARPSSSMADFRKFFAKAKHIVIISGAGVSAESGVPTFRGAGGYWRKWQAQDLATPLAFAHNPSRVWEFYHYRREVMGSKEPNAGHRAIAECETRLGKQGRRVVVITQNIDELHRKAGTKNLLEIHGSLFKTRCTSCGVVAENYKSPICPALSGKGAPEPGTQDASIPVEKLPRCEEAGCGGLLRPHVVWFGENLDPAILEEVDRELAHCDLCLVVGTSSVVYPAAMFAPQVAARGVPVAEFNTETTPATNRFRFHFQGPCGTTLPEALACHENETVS
# LGR2 antag = blocks bursicon-induced cAMP signaling via Drosophila LGR2; HEK293 LGR2, CRE-luciferase, bursicon-stimulated, 4 h; inhibition, % at 9.99 µM; hit rate 0.35% among 380,000; AID 720647;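 active = drop in luminescence signal, shown as inhibition above about 50% in the replicate tests, limit read from the data, passing the limit was not always enough; inconclusive = probably only some replicates passing the limit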;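 note: agonist challenge used bursicon conditioned medium at about half maximal strength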
# ERAP1 inh = ERAP1 (human) enzyme inhibition. Q9NZ08. recombinant ERAP1, Leu-AMC fluorescence, 60 min. inhibition, % at 10.7 µM. hit rate 0.15% among 340,000;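 active = mean replicate inhibition of at least 30%, or all replicates individually reaching that 30% level; inactive = mean below 30% and not every replicate reaching it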;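 note: 0% = neutral control wells and 100% = L-leucinethiol positive control wells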
# Cneo AK release = causes C. neoformans cell lysis; adenylate kinase release luminescence, 4 h; normalised: neutral wells 0, clomiphene wells 100; lysis activity, % at 15 µM; hit rate 0.2% among 360,000;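 active = mean lysis activity across replicates of at least 80%, whatever share of replicates individually reach that level; inactive = mean lysis activity below 80%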
#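 Material – Cryptococcus neoformans yeast cells · Quantity – 5 × 10^6 yeast cells/mL · Buffer or medium – YPD medium · Compound – single dose · Timing – 4 h static compound exposure, 37 °C, read 1 h post-reagent · Signal – adenylate kinase release luminescence · Read-out basis – lysis from increased AK signal · Benchmarks – Clomiphene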
# C2C12 statin = suppression of simvastatin myotoxicity | AID 602340 | C2C12 myotubes + simvastatin, ATP luminescence, 48 h; scaled: DMSO 0, geranylgeraniol control 100 | rescue of ATP level, % at 7.49 µM | hit rate 0.78% among 330,000;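 active = mean ATP rescue above about 67%, or every replicate alone reaching that limit, limit read from the data, passing the limit was not always enough; inconclusive = no clear call, values can overlap the other calls; inactive = mean under the limit and some replicate under it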;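 note: myotubes were challenged with 10 µM simvastatin during compound exposure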
# XiGFP reactiv = activators of X-chromosome reactivation in mouse fibroblasts. XiGFP mouse fibroblasts, % GFP-positive cells imaging, 3 d; cells co-treated with 5-aza-dC sensitizer; scaled so ellipticine positive control = 100%. activation, % at 7.58 µM. hit rate 0.055% among 360,000;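 active = mean normalized replicate activation at least 10% and every replicate at or above 10%; inconclusive = only one of the two criteria met; inactive = mean below 10% and not all replicates reach 10%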;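 note: 0% = median of on-plate neutral control wells and 100% = ellipticine 6 µM median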
#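 Material: XiGFP fibroblasts, SV40-immortalized. Buffer or medium: DMEM plus 5-aza-dC sensitizer. Compound: single concentration per compound, delivered by pin transfer. Times: 3 days compound exposure. Controls: ellipticine 6 µM.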
# * = called active by the depositor; u = inconclusive; x = no result given; & = joins results of further samples. A portion of the library (hit frequency here may not be typical).
# The first nine records, ahead of the listing:
# Values in the order – S100A4 MyoIIA, PGC1a acetyl inh, SIRT5 inh, LGR2 antag, ERAP1 inh, Cneo AK release, C2C12 statin, XiGFP reactiv
- Cn1ccnc1C(=O)Cc1ccc([N+](=O)[O-])cc1
→ -3, -8, 5, 6, x, -1, x, 0.2
- CCOc1ccccc1NC(=O)NCc1ccccc1F
→ -4, x, -2, 5, -1, x, x, 0.0
- CCOc1ccc(-c2nonc2NC(=O)c2ccco2)cc1OCC
→ u, -3, 0, 26, 1, -1, 17, 0.1
- Cc1cc(OCC(=O)NCCCN2CCOCC2)c2c(C)cc(=O)oc2c1
→ 2, 5, -18, -12, 3, 0, -4, 0.0
- COC(=O)C1=CO[C@@H](OC2OC(CO)C(O)C(O)C2O)[C@@H]2C(CO)=CC[C@H]12 (some centres not stated)
→ -2, 8, -2, -5, -2, 0, 17, -0.1
- O=C(C1CCCCC1)N1CC2(C1)[C@H](c1ccccc1)[C@H](CO)N2Cc1ccc(Cl)cc1
→ 1, -5, 5, 6, 5, x, x, 0.1
- CN1C(=O)c2cc(NC(=O)NC3CCCC3)ccc2OC[C@@H]2O[C@@H](CC(=O)O)CC[C@@H]21
→ -1, 2, 1, 14, 0, 1, 16, 0.1
- CO[C@H]1CN(C)C(=O)c2ccc(NC(=O)CC(F)(F)F)cc2OC[C@@H](C)N(C(=O)c2ccccc2F)C[C@H]1C
→ -25, 0, x, 0, 4, x, x, -0.1
- COc1ccccc1CNc1ccc(CNc2ncn[nH]2)cc1
→ 1, x, 3, -8, 2, x, x, 0.0

# The list itself, previewed entries included:
# Values in the order – S100A4 MyoIIA, PGC1a acetyl inh, SIRT5 inh, LGR2 antag, ERAP1 inh, Cneo AK release, C2C12 statin, XiGFP reactiv
- Cn1ccnc1C(=O)Cc1ccc([N+](=O)[O-])cc1
→ -3, -8, 5, 6, x, -1, x, 0.2
- CCOc1ccccc1NC(=O)NCc1ccccc1F
→ -4, x, -2, 5, -1, x, x, 0.0
- CCOc1ccc(-c2nonc2NC(=O)c2ccco2)cc1OCC
→ u, -3, 0, 26, 1, -1, 17, 0.1
- Cc1cc(OCC(=O)NCCCN2CCOCC2)c2c(C)cc(=O)oc2c1
→ 2, 5, -18, -12, 3, 0, -4, 0.0
- COC(=O)C1=CO[C@@H](OC2OC(CO)C(O)C(O)C2O)[C@@H]2C(CO)=CC[C@H]12 (some centres not stated)
→ -2, 8, -2, -5, -2, 0, 17, -0.1
- O=C(C1CCCCC1)N1CC2(C1)[C@H](c1ccccc1)[C@H](CO)N2Cc1ccc(Cl)cc1
→ 1, -5, 5, 6, 5, x, x, 0.1
- CN1C(=O)c2cc(NC(=O)NC3CCCC3)ccc2OC[C@@H]2O[C@@H](CC(=O)O)CC[C@@H]21
→ -1, 2, 1, 14, 0, 1, 16, 0.1
- CO[C@H]1CN(C)C(=O)c2ccc(NC(=O)CC(F)(F)F)cc2OC[C@@H](C)N(C(=O)c2ccccc2F)C[C@H]1C
→ -25, 0, x, 0, 4, x, x, -0.1
- COc1ccccc1CNc1ccc(CNc2ncn[nH]2)cc1
→ 1, x, 3, -8, 2, x, x, 0.0
- CC(C)NC(=O)N1[C@H](CN(C)C(=O)c2ccccc2)[C@@H](c2ccccc2)[C@@H]1CO
→ -3, 1, 18*, 5, -2, 3, -9, 0.2
- O=C(O)c1ccc(Nc2nc(-c3ccccc3)cs2)cc1
→ 7, 0, 3, -72, 9, x, x, 0.1
- COc1ccccc1-c1cccc([C@@H]2C[C@H]3[C@H](CON3C)CN2Cc2ccccc2)c1
→ -12, -8, -1, -14, -6, -2, -1, 0.1
- C[C@@H]1CN([C@H](C)CO)S(=O)(=O)c2ccc(C#Cc3ccncc3)cc2O[C@H]1CN(C)C(=O)Nc1ccc2c(c1)OCO2
→ -5, -1, 5, 12, 1, -1, 5, 0.8
- Nc1c([N+](=O)[O-])cnnc1-c1ccccc1
→ -3, 3, 0, 1, 5, -4, x, 0.0
- Cc1ccc(S(=O)(=O)N[C@@H]2CC[C@H](CCn3cc(C4CCCC4)nn3)O[C@@H]2CO)cc1
→ 5, -13, -3, -3, 0, x, x, 0.2
- CCCOc1cccc(C(=O)NCCCNC(=O)c2cccnc2)c1
→ -1, -29, 0, 3, 0, -1, x, 0.1
- C[C@H](CO)N1C[C@H](C)[C@@H](CN(C)S(=O)(=O)c2ccccc2)OCCCC[C@H](C)Oc2ccc(NS(=O)(=O)c3ccc(F)cc3)cc2C1=O
→ 68, 9, 3, -13, -3, -1, x, 0.4
- O=C(O)CC1Oc2ccc(Cl)cc2NC1=O (configuration not stated)
→ 10, x, x, -11, 0, 1, 5, 0.3
- COC1=C/C(=C/c2c(N)n3cc(C)sc3nc2=O)C=CC1=O
→ 38, 1, -1, -19, 1, 73, x, -0.2
- CCC(=O)N1CC2(C1)CN(Cc1ccc(Cl)cc1)[C@H](CO)c1[nH]c3cc(OC)ccc3c12
→ 10, x, 3, 2, 1, x, x, 0.2
- O=C(C[C@@H]1CC[C@H](NC(=O)c2ccncc2)[C@@H](CO)O1)NCc1ccncn1
→ -22, 6, -4, 3, 2, x, x, -0.1
- CC1(C)Cc2c(sc(NC(=O)COc3cccc4ccccc34)c2C#N)C(C)(C)N1
→ 0, -20, -2, x, -2, -2, -24, 0.0
- CC(=O)c1ccc(OC(=O)CN2C(=O)c3ccccc3C2=O)cc1
→ -4, -3, 6, -14, 1, -1, 5, 0.0
- COc1cc(COc2ccc3c(C)c(Cc4ccccc4)c(=O)oc3c2)cc(OC)c1OC
→ -9, -5, -1, 16&19, 7, -5, x, x
- CC1CCN(C(=O)CSc2nc(=O)n3ccccc3n2)CC1
→ -4, -4, 1, 6, -4, 2, 2, 0.0
- C[C@@H]1CN([C@H](C)CO)C(=O)Cc2cc(NS(=O)(=O)c3ccc(F)cc3)ccc2O[C@@H]1CN(C)S(=O)(=O)c1cccs1
→ 5, -3, 5, 1, 2, -2, 26, -1.3
- O=C(NC1CCCC1)[C@H]1[C@H](CO)[C@H]2Cn3c(cccc3=O)[C@@H]1N2C(=O)CC1CC1
→ 7, -6, 0, 5, 8, 4, -2, 0.3
- C[C@H](CO)N1C[C@H](C)[C@H](CN(C)C(=O)NC2CCCCC2)Oc2cc(C#Cc3cccc(F)c3)ccc2S1(=O)=O
→ 1, u, -3, 38, 0, 57, 3, -0.1
- Cc1cccc(N(C(=O)c2csnn2)C(C(=O)NCc2ccccc2)c2ccncc2)c1 (configuration not stated)
→ -2, -12, -1, 12, -1, 0, 10, 0.0
- COc1ccc(C(=O)N2CCOC2CNC(=O)C(=O)NCc2ccc3c(c2)OCO3)cc1 (configuration not stated)
→ -2, 0, -2, 12, -2, x, x, 0.0
- C[C@H](CO)N1C[C@H](C)[C@@H](CN(C)S(=O)(=O)c2ccc(F)cc2)Oc2ncc(-c3ccncc3)cc2C1=O
→ -7, 0, 0, -1, 1, -1, 3, -1.7
- O=C(Nc1cccc([N+](=O)[O-])c1)Nc1cccs1
→ 3, 0, -2, -4, -30, x, x, 0.0
- COc1ccc(S(=O)(=O)N(C)C[C@H]2OCCCC[C@H](C)Oc3ccc(NS(=O)(=O)c4ccc(F)cc4)cc3C(=O)N([C@H](C)CO)C[C@@H]2C)cc1
→ -76, 8, 18*, -2, 1, -1, -2, 0.2
- O=C(NC(=S)Nn1cnnc1)c1ccc(F)cc1Cl
→ -3, -14, -1, 32, -2, 3, 6, 0.1
- CCC(=O)N1C[C@H](C)[C@@H](OC)CN(C)C(=O)c2ccc(NC(=O)c3ccc(F)cc3)cc2OC[C@H]1C
→ -6, -10, -5, 1, -1, 5, 4, 0.1
- COc1ccc(-c2nnn(CC(=O)N(CC3CCCO3)C(C(=O)NC(C)(C)C)c3ccco3)n2)cc1OC (configuration not stated)
→ -3, x, -5, -8, -4, x, x, 0.0
- O=C(Nc1ccc2[nH]c(=O)[nH]c2c1)c1ccc([N+](=O)[O-])o1
→ -14, x, -1, 7, 1, -2, 16, 0.1
- COc1cc(Cl)ccc1OCc1cc(C(=O)NCCCN2CCCC2=O)no1
→ -9, -11, 0, 9, -1, 2, -6, 0.0
- COc1ccc(CN(C)C[C@@H]2Oc3ccc(NC(=O)C4CCCCC4)cc3C(=O)N([C@@H](C)CO)C[C@H]2C)cc1
→ 0, 3, 5, 2, -1, -5, 15, -0.4
- COc1ccc(CN(C)C[C@H]2Oc3ccc(NS(C)(=O)=O)cc3C(=O)N([C@@H](C)CO)C[C@@H]2C)cc1
→ 10, 2, 2, 20, 1, 1, -2, 0.2
- CCOc1ccc(S(=O)(=O)N2CCC(C(=O)N3CCCCCC3)CC2)cc1Cl
→ 6, -4, 2, -3, -4, -1, 0, 0.1
- CC(C)CNC(=O)c1cccc(NC(=O)COc2ccc([N+](=O)[O-])cc2)c1
→ -8, -7, -1, 8, -5, x, -3, 0.3
- CCN(CC(=O)NCc1cccs1)S(=O)(=O)c1ccc(F)c(F)c1F
→ -10, 4, -5, -3, -3, -1, -5, 0.0
- Cc1cccc(-c2ccc([C@@H]3[C@H]4CN(C(=O)c5cccnc5)CC(=O)N4[C@H]3CO)cc2)c1
→ 8, -6, -3, 7, 1, x, x, 0.0
- COCC(=O)N1CC2(C1)[C@H](c1ccccc1)[C@H](CO)N2C(=O)c1ccncc1
→ -9, 6, 3, 4, -4, x, x, 0.1
- O=C(Nc1cccc(Cl)c1)c1csc([C@H]2C[C@H](O)[C@@H](CO)O2)n1
→ -2, 1, x, -40, 3, -1, -13, -0.1
- CC1=C(C(=O)O)N2C(=O)C(NC(=O)c3ccc(F)cc3)C2SC1 (configuration not stated)
→ -1, -5, 2, 17, 5, 2, 2, 0.0
- CC(C)C1COS(=O)(=O)NC1CC(=O)SC(C)(C)C (configuration not stated)
→ -4, -21, x, -2, -2, -3, 3, 0.0
- COc1cc(C(C)=O)ccc1COc1ccc(C(=O)OC(C)C(=O)NC(N)=O)cc1OC (configuration not stated)
→ 1, -9, -4, -7, 2, -3, x, 0.0
- COc1ccc2c3c(n(C)c2c1)[C@@H](CO)N(C(=O)Nc1c(C)noc1C)CC31CN(CC2CC2)C1
→ -4, 0, 2, -1, 0, x, x, 0.0
- CC(C)NC(=O)Nc1cccc2c1O[C@H](CN(C)CC1CCCCC1)[C@@H](C)CN([C@H](C)CO)C2=O
→ 1, x, 0, x, 1, 0, 23, -0.2
- CCc1ccc(CNC(=O)C2CCCN(c3nnc(C)c4c(C)n(-c5ccccc5)nc34)C2)cc1 (configuration not stated)
→ -26, -16, -9, 1, -2, -1, -306, 0.4
- COc1ccc(Cl)cc1NC(=O)CN(C)Cc1cccs1
→ 11, 6, -5, 7, -1, 8, -24, -0.1
- Cc1nc(-c2cccs2)ccc1C(=O)O
→ -4, 0, -1, 10, -2, x, 7, 0.0
- CCOC(=O)C1=CCN(S(=O)(=O)c2ccc(C)cc2)C1c1cccc(Br)c1 (configuration not stated)
→ -4, -17, 29*, -3, 0, -1, 4, 0.3
- Brc1ccc(-c2cnco2)cc1
→ -1, x, -4, x, 4, x, x, 0.0
- CCOc1ccc(NC(=S)NC2CC3CCC(C2)N3Cc2ccco2)cc1 (configuration not stated)
→ 2, -1, -2, -31, 0, x, x, -0.9

# From PubChem BioAssay
